luminol inh ctr: quenches luminol chemiluminescence in Nox1 counter-screen; 16,000 tested, 0.4% active; inhibition, % at 6.7 µM; HRP/luminol/H2O2 chemiluminescence counterscreen; note: reference of the scale not given here
NOTCH ag: agonists of NOTCH signaling. 15,000 tested, 0.4% active. NOTCH signaling luciferase reporter cells, luminescence. activation, % at 2.5 µM; in the data active = activation above about 2.2%
PME-1 Maybr inh: PME-1 (human) inhibition, Maybridge primary screen | 16,000 tested, 0.5% active | Q9Y570 | inhibition, % at 9 µM | recombinant PME-1, FP-Rh probe fluorescence polarization; in the data active = inhibition above about 30%
rat GALR2 ag: GALR2 (rat) receptor agonism. AID 833. activation, % at 10 µM. cell-based GALR2 agonist screen. 16,000 tested, 0.5% active; in the data active = activation above about 15%
TLR4 MyD88 blk: TLR4-MyD88 interaction inhibition. O00206. Cell-based TLR4-MyD88 binding inhibition assay. inhibition, % at 10 µM. 16,000 tested, 0.06% active; in the data active = inhibition above about 45%
S1P1 agonist: S1P1 (human) receptor agonism; P21453; S1P1 agonist cell-based reporter assay; activation, % at 4.5 µM; 16,000 tested, 1.5% active; AID 1044; in the data active = activation above about 80%
KOR antag MB: blocks the human kappa opioid receptor, Maybridge compounds; inhibition, % at 9 µM; OPRK1 cells, antagonist mode, fluorescence readout; 16,000 tested, 0.4% active; AID 652031; P41145; in the data active = inhibition above about 50%
Nox1 inh: blocks human NADPH oxidase 1 activity; Q9Y5S8; HT29 cells, luminol chemiluminescence ROS; inhibition, % at 6.7 µM; 16,000 tested, 0.81% active
Target sequence (Q9Y5S8 whole entry, looked up): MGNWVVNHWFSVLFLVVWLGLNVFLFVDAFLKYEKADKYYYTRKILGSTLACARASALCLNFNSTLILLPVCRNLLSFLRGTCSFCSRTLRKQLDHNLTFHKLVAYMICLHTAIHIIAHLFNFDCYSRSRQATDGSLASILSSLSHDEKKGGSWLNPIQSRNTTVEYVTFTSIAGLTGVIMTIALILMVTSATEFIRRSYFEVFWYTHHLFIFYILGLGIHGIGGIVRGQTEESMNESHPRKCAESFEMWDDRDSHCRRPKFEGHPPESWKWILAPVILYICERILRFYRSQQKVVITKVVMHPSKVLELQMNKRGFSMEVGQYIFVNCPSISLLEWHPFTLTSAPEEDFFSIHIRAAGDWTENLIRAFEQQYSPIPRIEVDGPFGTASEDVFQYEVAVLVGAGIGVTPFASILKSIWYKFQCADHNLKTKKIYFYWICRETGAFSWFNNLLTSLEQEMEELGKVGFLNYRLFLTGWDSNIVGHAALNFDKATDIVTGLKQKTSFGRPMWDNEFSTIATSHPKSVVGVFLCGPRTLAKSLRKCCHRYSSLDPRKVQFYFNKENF
An asterisk follows results filed as active; . = no result given. Cut-off read from the data, not from the text of the source, unless noted: active = inhibition above about 75%; inactive = the rest.

SMILES	luminol inh ctr	NOTCH ag	PME-1 Maybr inh	rat GALR2 ag	TLR4 MyD88 blk	S1P1 agonist	KOR antag MB	Nox1 inh
CC(C)(C)OC(=O)N1CCCN(c2ccc(C(F)(F)F)cc2[N+](=O)[O-])CC1	3	-0.1	-3	-3	-2	30	22	-59
Cn1cncc1S(=O)(=O)/C(C#N)=N/Nc1ccc(OC(F)(F)F)cc1	4	-0.5	3	-7	9	-1	-1	34
O=C1Nc2cc(Cl)c(Cl)cc2C(=O)C1(F)c1ccccc1 (stereo unspecified)	-5	-0.1	-9	-4	0	5	-5	19
O=C(NCc1c(Cl)cccc1Oc1ccccc1)c1cccs1	2	-1.1	-2	-8	3	0	-2	-38
COC(=O)c1ccc(CS(=O)(=O)C(Cl)(Cl)Cl)o1	-7	-0.4	8	-6	-7	-3	-3	23
CN=C(C)/C(C(=O)OC)=C(/O)c1cccs1	3	-0.3	-1	-6	-7	1	-3	-60
COc1ccc(-c2c(C#N)c(OC)nc3c2CCc2ccccc2-3)cc1	-1	-0.1	1	-7	2	2	-8	-29
O=C1c2ccccc2C(=O)C1c1ccncc1	23	0.4	-4	-7	-1	16	17	-19
O=C(c1ccc([N+](=O)[O-])cc1)N1CCNCC1	3	-0.1	-4	-6	-6	-14	-6	-17
CC(=O)NN1C(=O)CSC1=S	51	-0.5	-2	-1	-9	-2	7	-17
Cc1c(CN2CCCCC2C)c(=O)n(-c2ccccc2)n1C (stereo unspecified)	2	0.2	2	-3	-2	-3	-20	-38
COC(=O)c1cnn(-c2ccc(Cl)cc2)c1C=Nc1ccc(C)cc1	-40	0.3	2	13	-5	-2	3	-61
CCc1nn(C)c2c(=O)c(=O)c2n(C)[nH]1	4	-0.1	1	-6	3	-10	25	-39
CCCCN1CCC(O)(C#N)CC1	-4	0.8	2	-7	-2	0	2	-7
CSc1nsc(SC)c1C(=O)N1CCSCC1	2	-0.1	0	-11	16	-1	1	-73
CC(=O)/C(=C\N(C)C)SCc1ccccc1C	3	.	-1	-8	2	97*	-6	-50
Cc1ccc(/C(C#N)=C2C=C(Br)/C(=N/O)C=C\2Cl)cc1	5	-0.1	13	-3	0	1	3	33
N#CCC(=O)NCc1ccccn1	-5	-0.1	4	-6	-8	-6	8	3
COc1ccc(CCN2C(=O)CCC(C(=O)O)C2c2cc(OC)c(OC)c(OC)c2)cc1OC (stereo unspecified)	3	-0.1	1	-7	8	116*	-8	-48
CSc1cccc(NC(=O)c2cnccn2)c1	-1	.	5	-9	-3	-11	-6	-12
COc1cccc(NC(=O)c2cnn(C)c2-n2cccc2)c1	-7	-0.4	0	-4	5	18	4	-4
Cc1cc(C(=O)NNC(=O)Cc2ccccc2F)nn1C(C)(C)C	-7	-0.1	5	-6	-1	-3	2	7
O=[N+]([O-])c1ccc(C(N2CCOCC2)N2CCOCC2)cc1	-2	-0.4	3	-4	16	-11	-17	-64
CC(C)(C)c1nc(N=C(N)N)sc1Br	3	-0.5	2	1	6	-10	-22	-20
CS(=O)(=O)Nc1ccc(/C(N)=N/OC(=O)c2cccs2)cc1	3	-0.4	-5	-6	5	78	11	21

Nothing new here: entries from further up.
SMILES	luminol inh ctr	NOTCH ag	PME-1 Maybr inh	rat GALR2 ag	TLR4 MyD88 blk	S1P1 agonist	KOR antag MB	Nox1 inh
CC(C)(C)OC(=O)N1CCCN(c2ccc(C(F)(F)F)cc2[N+](=O)[O-])CC1	3	-0.1	-3	-3	-2	30	22	-59
Cn1cncc1S(=O)(=O)/C(C#N)=N/Nc1ccc(OC(F)(F)F)cc1	4	-0.5	3	-7	9	-1	-1	34

A draw from above in order of count of non-hydrogen atoms, highest first:
SMILES	luminol inh ctr	NOTCH ag	PME-1 Maybr inh	rat GALR2 ag	TLR4 MyD88 blk	S1P1 agonist	KOR antag MB	Nox1 inh
CC(C)(C)OC(=O)N1CCCN(c2ccc(C(F)(F)F)cc2[N+](=O)[O-])CC1	3	-0.1	-3	-3	-2	30	22	-59
CCc1nn(C)c2c(=O)c(=O)c2n(C)[nH]1	4	-0.1	1	-6	3	-10	25	-39
N#CCC(=O)NCc1ccccn1	-5	-0.1	4	-6	-8	-6	8	3

(list continues)
SMILES	luminol inh ctr	NOTCH ag	PME-1 Maybr inh	rat GALR2 ag	TLR4 MyD88 blk	S1P1 agonist	KOR antag MB	Nox1 inh
CCC(C)c1ccccc1NC(=O)c1cc2c(C)cc(C)cc2[nH]1 (stereo unspecified)	-1	0.1	-24	-7	-1	-4	-29	-5
COC(=O)C(CC(C)C)NS(=O)(=O)c1ccc(-c2nnc(SC)n2C)s1 (stereo unspecified)	-1	-0.6	1	0	4	5	4	-50
Cc1cc(C2CC(=O)Nc3ccccc3S2)c(C)s1 (stereo unspecified)	-7	-0.7	9	-5	-3	-3	31	-8
Cc1cc(-c2nnc(C(F)(F)F)o2)ccc1-n1cccc1	2	-0.6	10	-7	1	62	4	-8
O=C(O)CC(O)CNC(=O)c1ccccc1 (stereo unspecified)	3	-0.2	-1	-4	-5	-2	2	-38
O=C(Nc1ccc(Oc2cccc(C(F)(F)F)c2)nc1)c1ccc2c(c1)CCO2	4	-0.9	-7	-1	-6	90*	-8	-3
COC(=O)c1sc(SC)c(-c2ccn(S(=O)(=O)c3ccc(F)cc3F)n2)c1C	0	-0.4	0	-8	-4	-2	-8	-11

6 entries drawn at random from those above:
SMILES	luminol inh ctr	NOTCH ag	PME-1 Maybr inh	rat GALR2 ag	TLR4 MyD88 blk	S1P1 agonist	KOR antag MB	Nox1 inh
CCc1nn(C)c2c(=O)c(=O)c2n(C)[nH]1	4	-0.1	1	-6	3	-10	25	-39
CC(C)(C)c1nc(N=C(N)N)sc1Br	3	-0.5	2	1	6	-10	-22	-20
O=C(c1ccc([N+](=O)[O-])cc1)N1CCNCC1	3	-0.1	-4	-6	-6	-14	-6	-17
COC(=O)c1sc(SC)c(-c2ccn(S(=O)(=O)c3ccc(F)cc3F)n2)c1C	0	-0.4	0	-8	-4	-2	-8	-11
O=C(NCc1c(Cl)cccc1Oc1ccccc1)c1cccs1	2	-1.1	-2	-8	3	0	-2	-38
O=[N+]([O-])c1ccc(C(N2CCOCC2)N2CCOCC2)cc1	-2	-0.4	3	-4	16	-11	-17	-64

Screening data from PubChem.

The order is random (roughly 4.4% active in at least one column).
